Compound activity (PubChem BioAssay)
TbMetRS inhib = blocks T. brucei methionyl-tRNA synthetase activity; inhibition, % at 11.9 µM; actives 0.4% (n = 360,000); purified T. brucei MetRS, ATP depletion, Kinase-Glo luminescence;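 active = inhibition above a per-plate cutoff of the control wells' mean inhibition plus 3 SD, cut at about 5.5% in these data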;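 note: 0% = DMSO wells median and 100% = median of wells with control inhibitor compound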
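technique = Kinase-Glo luminescence, ATP depletion format | system = purified MetRS (methionyl-tRNA synthetase) enzyme from Trypanosoma brucei | timing = 15 min preincubation, 2 h reaction, all 25 °C | evaluation = percent inhibition versus plate control medians | dosing = single dose, 11.9 µM final nominal, 0.9% final DMSO | also added = substrates ATP, L-methionine and bulk Escherichia coli tRNA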
FAS TE block = blocks the thioesterase domain of human fatty acid synthase. AID 602261. P49327. recombinant FAS-TE, OMFH fluorogenic substrate, fluorescence endpoint. actives 0.67% (n = 360,000). inhibition, % at 15 µM;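 active = compounds whose normalised, plate-corrected inhibition of enzyme fluorescence in the single-dose primary screen is 50% or more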;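 note: 0% = DMSO with enzyme and 100% = substrate without enzyme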
MT1-MMP act inh = blocks activation of human MT1-MMP; P50281; HT1080 RFP-PRO-GFP cells, GFP/RFP ratio fluorescence, overnight; percent of plate control window, DMSO zero; GFP/RFP ratio change, % at 20 µM; actives 0.061% (n = 360,000); AID 651647;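 active = GFP/RFP ratio change of at least 30% with cell ATP level not reduced by more than half and red fluorescence within 50% of control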; note: strong numbers were not always called active
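Material – HT1080 RFP-PRO-GFP cells · Control set – DMSO wells and RFP-L50D-GFP cells · Incubation – overnight cell settling, then overnight compound exposure, 37 °C, 5% CO2 · Compound dosing – single-point 20 µM compound, 1% DMSO · Read-out – GFP/RFP fluorescence ratio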
SKN-1 inh = inhibitors of C. elegans SKN-1 | AID 624304 | C. elegans VP596 Pgst-4::GFP/RFP ratio, acrylamide-induced, 24 h | actives 0.49% (n = 360,000) | inhibition, % at 21.8 µM;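 active = interference check ratio from 0.5 to 1.5 plus GFP to RFP signal ratio inhibition reaching or exceeding a fixed threshold, cut at about 30% in these data, passing the limit was not always enough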; note: some compounds called inactive have numbers as strong as hits
CendR NRP1 mod = NRP-1/CendR interaction modulation | O14786 | FAM-RPARPAR peptide binding to NRP-1, fluorescence polarization | inhibition, % at 25 µM | actives 0.85% (n = 360,000) | AID 602438;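 active = inhibition or corrected inhibition above about 18%, plus a signal ratio from 0.5 to 1.5, limit read from the data, passing the limit was not always enough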; note: strong numbers were not always called active
Target sequence (O14786 whole entry, looked up): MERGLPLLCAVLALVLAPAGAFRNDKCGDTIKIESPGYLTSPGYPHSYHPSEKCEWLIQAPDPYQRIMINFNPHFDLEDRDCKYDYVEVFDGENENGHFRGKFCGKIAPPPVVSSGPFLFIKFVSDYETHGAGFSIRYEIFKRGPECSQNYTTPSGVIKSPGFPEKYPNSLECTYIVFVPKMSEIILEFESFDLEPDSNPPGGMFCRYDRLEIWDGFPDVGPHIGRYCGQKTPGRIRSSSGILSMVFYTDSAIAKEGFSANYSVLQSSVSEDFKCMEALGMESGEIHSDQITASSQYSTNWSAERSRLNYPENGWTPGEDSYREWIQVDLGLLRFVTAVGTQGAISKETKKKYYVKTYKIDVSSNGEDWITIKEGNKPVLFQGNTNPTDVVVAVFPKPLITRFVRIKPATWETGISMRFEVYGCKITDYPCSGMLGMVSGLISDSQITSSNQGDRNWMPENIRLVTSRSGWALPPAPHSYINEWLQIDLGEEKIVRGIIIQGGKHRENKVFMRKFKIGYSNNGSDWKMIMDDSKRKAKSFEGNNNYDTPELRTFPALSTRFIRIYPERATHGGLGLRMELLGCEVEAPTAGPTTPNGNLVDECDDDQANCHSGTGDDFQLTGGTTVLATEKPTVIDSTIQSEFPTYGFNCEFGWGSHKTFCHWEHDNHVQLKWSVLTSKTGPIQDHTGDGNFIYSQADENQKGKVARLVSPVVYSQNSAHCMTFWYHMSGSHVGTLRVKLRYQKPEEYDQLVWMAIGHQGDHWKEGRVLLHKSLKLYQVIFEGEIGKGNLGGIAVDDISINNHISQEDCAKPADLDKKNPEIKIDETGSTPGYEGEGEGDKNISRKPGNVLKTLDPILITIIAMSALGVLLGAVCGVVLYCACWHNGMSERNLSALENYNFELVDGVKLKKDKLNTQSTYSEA
PABP1 MLLE inh = blocks PAM2 peptide binding to the PABP1 MLLE domain | GST-MLLE / FITC-PAM2 fluorescence polarization | inhibition, % at 20 µM | actives 0.36% (n = 360,000); in the data active = inhibition above about 35%, passing the limit was not always enough;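 note: plate controls were DMSO wells with GST-MLLE for no effect and wells lacking GST-MLLE protein for full effect; some results filed as inactive read as strong as hits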
eLon inh = inhibitors of E. coli Lon protease. P0A9M0. purified E. coli Lon protease, fluorescence polarization. inhibition, % at 7.94 µM. actives 0.42% (n = 360,000). AID 602123; in the data active = inhibition above about 13%, passing the limit was not always enough;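 note: 0% = enzyme with probe and DMSO and 100% = no enzyme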
MsrA inh = inhibits bovine methionine sulfoxide reductase A; AID 651718; purified bovine MsrA, absorbance read-out; inhibition, % at 15.5 µM; actives 0.75% (n = 360,000); in the data active = inhibition above about 4.5%;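 note: 0% = vehicle wells with enzyme and 100% = reference inhibitor wells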
MsrA act = activators of bovine methionine sulfoxide reductase A; AID 602163; activation, % at 10.6 µM; actives 0.3% (n = 360,000); purified bovine MsrA, absorbance read-out; in the data active = activation above about 7.5%;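 note: 0% = vehicle and 100% = reference activator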
* marks the source's active call; other numbers are inactive results.

SMILES	TbMetRS inhib	FAS TE block	MT1-MMP act inh	SKN-1 inh	CendR NRP1 mod	PABP1 MLLE inh	eLon inh	MsrA inh	MsrA act
O=C(COc1ccc(Cl)cc1Cl)NCC1(N2CCOCC2)CCCCC1	-0.2	13	4	3	3	-1	7	0.1	-2
COc1cccc(NC(=O)CN(C)C(=O)c2ccc3[nH]c4c(c3c2)CC(C)CC4)c1 (stereo not given)	0.1	8	6	21	-4	-7	-3	-0.1	1
COc1ccc2cc(C(N)=O)/c(=N/NC(=O)c3ccco3)oc2c1	-0.3	-9	6	5	0	-4	5	1.4	-5
Cc1ccc(N2CCN(S(=O)(=O)c3ccc4c(c3)NC(=O)C(C)C(=O)N4)CC2C)cc1 (stereo not given)	-0.2	9	3	33	-16	-7	-4	-0.1	-2
N#Cc1ccc(C(=O)NCC(c2ccco2)N2CCCCC2)cc1 (stereo not given)	-0.8	0	3	13	1	-3	2	-1.1	-1
CN(c1ccccc1)c1nccc(=O)[nH]1	-0.8	-4	0	-4	-1	32	4	-0.7	-2
C=C1CCN([C@@H](CC(C)C)C(=O)NCCC(C)C)S(=O)(=O)c2ccccc21	-0.4	16	-4	2	24*	10	1	-0.1	0
COC(=O)C[C@H]1C[C@H]2c3cc(NC(=O)C4CCOCC4)ccc3O[C@H]2[C@@H](CO)O1	0.0	-12	-1	2	7	1	-12	-0.1	-4
Cc1cccc(N(Cc2cc3ccccc3[nH]c2=O)C(=O)c2cccs2)c1	0.5	7	-6	4	4	7	2	0.5	-2
Cc1noc(C)c1S(=O)(=O)Nc1ccc2c(c1)C(=O)N([C@H](C)CO)C[C@H](C)[C@@H](CN(C)S(=O)(=O)c1ccc(F)cc1)O2	-0.3	-6	-3	8	2	-22	3	-1.8	-1
O=C(O)c1ccc(S(=O)(=O)NCC2CCCO2)cc1 (stereo not given)	-0.2	-6	0	-4	6	15	4	1.2	-2
CCOC(=O)c1nc(N2CCN(C(=O)OCC)CC2)c2c3c(sc2n1)CCCC3	-0.5	12	3	11	-5	6	3	0.9	-2
CCC(COC)NC(=O)CCc1nnc(Cc2c[nH]c3ccccc23)o1 (stereo not given)	0.3	-5	-1	-3	-1	1	-8	-0.9	-1
CCCc1ncc(C(O)(c2ccccc2)c2ccc(C)cc2)n1C (stereo not given)	0.4	-7	-2	11	1	2	4	0.4	-1
COC(=O)C1=C(N)c2ccccc2C1(C#N)c1ccccc1 (stereo not given)	-0.3	5	-1	13	17	-14	9	0.5	1
Cc1ccccc1CCN(C(=O)Cn1nnc2ccccc21)C(C(=O)NCC1CCCO1)c1nc2ccccc2n1C (stereo not given)	0.2	-10	-5	5	-11	2	-7	-1.1	-4
CCc1nc2ccc(C(=O)NCCCn3ccnc3)cn2c1N(C)Cc1ccc(Cl)cc1	-0.2	-8	1	-8	-4	15	-1	-1.0	-1
O=C(CSc1ccc(-c2ccccn2)nn1)c1ccc(F)cc1	-0.3	-9	1	-5	1	6	-6	-1.3	-2
O=C(NCCCN=C1NS(=O)(=O)c2ccccc21)c1ccccc1Cl	-0.3	-2	-2	-8	1	16	-2	-0.2	4
CN1CCN(Cc2cc(Cl)c3cccnc3c2OC(=O)c2cccs2)CC1	0.4	-9	-2	14	-2	-6	2	1.4	-2
CC1CCC(N2CCN(c3ncccn3)CC2)CC1 (stereo not given)	0.1	-8	-1	4	-4	1	-6	-1.2	-2
CCOC(=O)/C=C1\CN(Cc2ccc(OC)cc2)S(=O)(=O)c2ccccc21	-0.2	9	2	18	9	11	8	0.6	-2
CC(C)NC(=O)Nc1ccc2c(c1)C(=O)N([C@H](C)CO)C[C@H](C)[C@@H](CN(C)C(=O)Nc1ccc(C(F)(F)F)cc1)O2	-0.2	0	4	7	3	1	-3	-0.6	-2
CC1(C)CC(=O)C(C(=S)Nc2ccccc2)=C(NC2CC(C)(C)NC(C)(C)C2)C1	-1.2	-12	-1	-7	-10	17	59*	1.5	-9
CC(=O)NCc1cc(-c2ccc(Cl)cc2)no1	-0.6	0	3	5	-19	-10	-1	-1.3	-7
COc1ccc(N(CC(=O)N/N=C/c2ccc(-c3ccc([N+](=O)[O-])cc3)o2)S(=O)(=O)c2ccc(C)cc2)cc1	-0.5	10	-16	5	-168	-38	3	-0.3	2
Cc1[nH]n(-c2ccccc2)c(=O)c1-c1ccc(Cl)cc1	-0.4	-1	-1	16	4	-4	-1	-0.1	-1
Cn1c(=O)c2cc(NC(=O)CCc3cccnc3)ccc2n1Cc1ccc(F)cc1	0.0	-2	-2	15	-5	5	1	-0.8	-1
CCOC(=O)CN1c2ccccc2NC(=O)CC1C (stereo not given)	-0.5	-1	0	5	4	7	-2	-0.1	-3
COc1ccc(NC(=O)Cn2ncc(Cl)c(Cl)c2=O)cc1S(=O)(=O)N1CCOCC1	-1.0	0	-6	-9	-4	-21	-6	-0.6	-8
COc1cc(/C=N/Nc2nc(-c3ccc(S(=O)(=O)N(C)C)cc3)cs2)ccc1O	0.0	5	3	-1	0	-16	2	1.7	-5
CCCCc1ccc(NC(=O)NCc2cccnc2)cc1	0.2	-4	-1	-1	10	8	-4	-1.0	-4
O=C(CCc1ccncc1)N1CCCC(Nc2ccc(F)cc2)C1 (stereo not given)	0.0	-3	-7	-1	-2	0	-2	0.0	-4
Cc1nc(SCC(=O)NCc2ccco2)nc(C)c1C	-0.2	-9	-1	12	-11	10	0	-0.9	2
O=C(c1ccc(CNc2c(N3CCCC3)c(=O)c2=O)cc1)N1CCc2ccccc2C1	0.1	6	2	1	-3	-7	-7	0.0	-1
N=C1/C(=C/c2ccc(OCc3ccccc3)cc2)C(=O)N=C2SC(CC(=O)N3CCOCC3)=NN12	-0.2	7	-1	3	-69	4	-5	0.7	-3
CCCc1ccc(C(O)c2ncc(-c3ccccc3F)[nH]2)cc1 (stereo not given)	-0.3	7	-3	5	7	11	4	-0.8	2
CCCC1=NN2C(=N)/C(=C\c3cc(C)n(-c4cccc(C)c4)c3C)C(=O)N=C2S1	-0.6	-7	-21	11	-4	-19	6	-0.5	-5
COc1ccc(OC)c(C2=Nn3c(nnc3-c3cc(C)[nH]n3)SC2)c1	-0.3	-2	2	1	4	-43	2	0.5	-3
CC(C)[C@H](NC(=O)c1ccccc1)C(=O)OCC(=O)N1CCCCCC1	0.1	-12	-1	1	-4	-4	4	1.3	-5
O=C(/C=C/c1ccc(Cl)cc1Cl)Nc1ccc(CN2CCOCC2)cc1	1.2	23	-1	47*	0	-3	8	1.3	-3
CSCCC(NC(=O)c1ccco1)C(=O)Nc1ccncc1 (stereo not given)	-0.4	-7	-6	-16	14	2	-13	-0.7	-4
CCOC(=O)C1CCN(C(=S)Nc2cccc(C)c2)CC1	0.3	-5	-5	2	-10	-53	-4	0.1	-2
CC1CCN(C(=O)CCC(=O)Nc2nnc(C3CCCCC3)s2)CC1	-0.1	-3	1	4	6	-11	6	-1.4	-9
O=c1cc(-c2ccccc2F)nc(-c2ccccc2F)o1	-0.1	-5	5	12	-4	2	2	0.1	-3
Oc1ccc(C=NCCc2ccccc2)cc1	2.4	-2	3	-16	3	12	-7	-0.1	-3
O=C(COC(=O)c1ccc([N+](=O)[O-])cc1Cl)NC(=O)c1ccccc1	-0.5	0	-1	-5	6	1	-22	-0.2	-2
CCOC(CNC(=O)c1cc2c(=O)n(CC)c3ccccc3c2s1)OCC	-0.5	-2	1	8	2	6	4	1.2	-2
C=CCn1c(CCNC(=O)c2ccccc2F)nnc1SCC(=O)Nc1nc(C)cs1	-2.0	2	-3	18	5	-11	3	0.1	-11
Cc1ccc(NC(=O)c2ncn(CCCN[C@H](C)c3cccc4ccccc34)n2)cc1C	0.1	0	-1	11	-1	-3	-2	-1.1	-2

An excerpt of these results, as labelled records:
canonical_smiles: Cc1ccccc1CCN(C(=O)Cn1nnc2ccccc21)C(C(=O)NCC1CCCO1)c1nc2ccccc2n1C (stereo not given)
  TbMetRS inhib: 0.2	FAS TE block: -10	MT1-MMP act inh: -5	SKN-1 inh: 5	CendR NRP1 mod: -11	PABP1 MLLE inh: 2	eLon inh: -7	MsrA inh: -1.1	MsrA act: -4
canonical_smiles: CCc1nc2ccc(C(=O)NCCCn3ccnc3)cn2c1N(C)Cc1ccc(Cl)cc1
  TbMetRS inhib: -0.2	FAS TE block: -8	MT1-MMP act inh: 1	SKN-1 inh: -8	CendR NRP1 mod: -4	PABP1 MLLE inh: 15	eLon inh: -1	MsrA inh: -1.0	MsrA act: -1

Following part.
SMILES	TbMetRS inhib	FAS TE block	MT1-MMP act inh	SKN-1 inh	CendR NRP1 mod	PABP1 MLLE inh	eLon inh	MsrA inh	MsrA act
CCOC(=O)C1Oc2ccccc2C(c2ccc(OC)cc2)=C1C(=O)OC (stereo not given)	0.2	16	-4	-4	-4	-17	-11	-1.0	3
O=C(CSc1nnc(-c2ccccc2Cl)o1)Nc1ccccn1	-0.3	-2	2	-4	8	-2	0	-0.3	-4
COc1cc(NC(=O)COc2ccccc2[N+](=O)[O-])ccc1NC(=O)c1cccs1	-0.3	7	-3	-5	-28	-2	-6	2.0	-9
Cc1nnc(SCC(=O)NCCc2ccccc2)s1	-0.8	-10	4	-16	-1	-3	2	1.2	-12
CCC1CN(S(=O)(=O)c2cc(-c3cc(C)no3)ccc2OC)c2cc(C)ccc2O1 (stereo not given)	-0.4	37	1	-2	8	-4	-12	-0.3	-5
CN=c1sc2ccccc2n1CC(O)COCc1ccco1 (stereo not given)	-0.2	-7	2	-16	4	5	-4	-1.0	-3
COC(=O)Cn1c(=NC(=O)c2cc(OC)c(OC)c(OC)c2)sc2cc(OC)ccc21	-0.5	-7	4	-6	-2	18	-3	0.1	-8
O=C(COC(=O)CN1C(=O)COc2ccccc21)NCc1ccc(F)cc1	-0.3	-7	-1	5	2	-2	-11	-1.2	-1
COc1cccc(-c2ccc3nnc(SCC(=O)N4CCOCC4)n3n2)c1	-0.3	-4	1	6	1	8	-8	0.3	-2
CCC(C)N(C(=O)COC(=O)c1ccc(=O)n(Cc2ccccc2)n1)C1CCS(=O)(=O)C1 (stereo not given)	-0.1	-7	1	12	9	6	0	0.3	-3
Cc1nn(Cc2ccc(F)cc2)c(C)c1NC(=O)c1cc2ncc(Br)cn2n1	-0.1	-1	2	5	3	14	-7	-1.1	-4
O=C(CC1SC(=O)N(Cc2cccc3ccccc23)C1=O)Nc1nccs1 (stereo not given)	0.0	12	4	25	10	-17	-4	0.2	-2
COc1ccccc1CNC(=O)COC(=O)c1ccc(C(=O)c2ccccc2)cc1	-0.4	10	3	14	-8	0	4	-0.2	-3
CCN(CC)S(=O)(=O)c1ccc(N2CC(C(=O)Nc3cccc(C(=O)NC4CC4)c3)CC2=O)cc1 (stereo not given)	-0.1	-7	1	-7	2	-5	-2	1.0	-7
COc1cc2cc(C(=O)N(C)C3CCS(=O)(=O)C3)[nH]c2cc1OC (stereo not given)	0.1	-3	0	4	11	3	-5	1.6	-3
Cc1ccc(NC(=O)CCN2C(=O)c3cccc([N+](=O)[O-])c3C2=O)c(Br)c1	0.0	3	-1	-12	8	-4	-20	0.8	-3
CC(=O)Nc1ccc(NC(=O)c2ccc(-c3ccccc3Cl)o2)cc1	-0.5	4	5	-3	3	14	-7	-0.1	-4
CN1CCN(CCCNCc2cn(CCC#N)c3ccccc23)CC1	2.4	-5	7	11	7	2	4	-1.8	0
